mIDH1 inhibitor: qHTS for Inhibitors of mutant isocitrate dehydrogenase 1 (IDH1): qHTS; Isocitrate dehydrogenase [NADP] cytoplasmic (Homo sapiens), O75874; IDH1-R132H enzyme, NADPH consumption, diaphorase/resazurin fluorescence; Potency, µM (titrated, usually from 76.6 µM), inactives show at the highest dose activity change, negative = inhibition, actives largely listed as inhibitors; 390,000 tested, 0.093% active; further: potency means the concentration at half of the fitted maximal effect; on the % scale 0 is the no-effect control and ±100 the full control effect; nearly all actives have a fitted effect of over 65% in size
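IDH1-R132H (0.5 ug/mL dispensed) in pH 7.5 Tris buffer was preincubated 30 min with compound, then given a substrate mix of 0.016 mM NADPH and 2 mM alpha-KG for 80 min at room temperature; remaining NADPH was read by diaphorase/resazurin fluorescence.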
PI4K2A block: qHTS for small molecular inhibitors of PI4K2A; purified PI4K2A, ADP-Glo luminescence, 1 h; active compounds read low; 420,000 tested, 0.13% active; activity change, negative = inhibition, % at 76.9 µM; Phosphatidylinositol 4-kinase type 2-alpha (Homo sapiens), Q9BTU6; in the data active means activity change below about -50%; inconclusive means mostly about -30% to -49%;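 further: -100% = wells without enzyme as full effect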
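In this quantitative HTS, ADP production by PI4K2A was quantified luminescently after 1 h at ambient temperature; 100 microM adenosine served as plate-quality control.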
TrxR1 substrate: qHTS Assay for Substrates of Mammalian Selenoprotein Thioredoxin Reductase 1 (TrxR1): qHTS; Thioredoxin reductase 1, cytoplasmic (Rattus norvegicus), O89049; Potency, µM (highest dose often 114 µM), for the others: at the top dose activity change, negative = substrate turnover; purified TrxR1 substrate turnover, NADPH consumption readout; 390,000 tested, 0.01% active; further: potency means the concentration at half of the fitted maximal effect; on the % scale 0 is the no-effect control and ±100 the full control effect; nearly all actives have a fitted effect of over 50% in size
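Rat TrxR1, dispensed at 90 nM, was prereduced with 400 uM NADPH (final) for 5 min at ~22 deg C, then incubated with compound 15 min before 400 uM selenite. A first-read NADPH fluorescence drop versus no-compound background flagged substrates.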
RXFP1 agonist: qHTS Assay for Agonists of the Relaxin Receptor RXFP1; AID 2676, 2010; Relaxin receptor 1 (Homo sapiens), Q9HBX9; Potency, µM (highest dose often 57.5 µM), without a hit: top-dose activation, usual class: activators; HEK293T-RXFP1 cAMP TR-FRET, 30 min; response scale: percent of porcine relaxin response, buffer zero; 370,000 tested, 0.3% active; further: potency means the concentration at half of the fitted maximal effect; on the % scale 0 is the no-effect control and ±100 the full control effect; nearly all actives have a fitted effect of over 60% in size; many of its hits are not listed in these tables
Target sequence (Q9HBX9 whole entry, looked up): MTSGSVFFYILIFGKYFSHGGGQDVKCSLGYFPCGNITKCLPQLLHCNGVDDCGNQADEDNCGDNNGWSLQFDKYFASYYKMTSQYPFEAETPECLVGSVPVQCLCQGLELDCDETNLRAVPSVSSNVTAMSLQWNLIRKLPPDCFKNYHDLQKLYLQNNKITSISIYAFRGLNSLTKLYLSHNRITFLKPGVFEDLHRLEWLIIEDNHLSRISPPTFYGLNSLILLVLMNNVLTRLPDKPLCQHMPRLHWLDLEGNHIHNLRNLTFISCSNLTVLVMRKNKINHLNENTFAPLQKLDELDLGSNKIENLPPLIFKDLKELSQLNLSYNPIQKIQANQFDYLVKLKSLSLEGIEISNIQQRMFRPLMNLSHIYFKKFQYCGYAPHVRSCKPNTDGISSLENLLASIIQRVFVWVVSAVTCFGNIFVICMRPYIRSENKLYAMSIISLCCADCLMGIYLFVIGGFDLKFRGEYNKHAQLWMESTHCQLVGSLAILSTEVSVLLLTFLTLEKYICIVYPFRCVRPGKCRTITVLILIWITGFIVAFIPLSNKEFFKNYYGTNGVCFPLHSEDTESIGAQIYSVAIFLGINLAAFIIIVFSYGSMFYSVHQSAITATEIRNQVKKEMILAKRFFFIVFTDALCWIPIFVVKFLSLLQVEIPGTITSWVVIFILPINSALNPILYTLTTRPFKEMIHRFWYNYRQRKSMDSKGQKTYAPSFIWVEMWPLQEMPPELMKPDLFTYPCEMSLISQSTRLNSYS
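HEK293 cells stably expressing RXFP1, treated 30 min at 37C with compounds plus PDE4 inhibitor Ro 20174; cAMP measured by HTRF TR-FRET. Normalized to buffer and 29 nM porcine relaxin; EC50 by Hill fit.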
USP1-UAF1 inh: Inhibitors of USP1/UAF1: Primary Screen. Ubiquitin carboxyl-terminal hydrolase 1 (Homo sapiens), O94782. recombinant USP1/UAF1, Ub-Rhodamine cleavage fluorescence. Potency, µM (doses to about 57.1 µM), without a hit: at the highest dose activity change, negative = inhibition, actives largely listed as inhibitors. 390,000 tested, 0.23% active; further: potency means the concentration at half of the fitted maximal effect; on the % scale 0 is the no-effect control and ±100 the full control effect; nearly all actives have a fitted effect of over 60% in size; inactives centre near -12
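1 nM enzyme complex + cpd, 15 min RT; start with Ub-Rho 150nM final; kinetic fluorescence ex 480/em 540, 6 reads q60 s. Buffer 50mM HEPES pH 7.8, 0.5mM EDTA, 0.1 mg/ml BSA, 1mM TCEP, 0.01% Tween-20.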
Vif-APOBEC3G blk: qHTS for Inhibitors of Vif-A3G Interactions: qHTS | Potency, µM (top dose mostly 46.1 µM), without a hit: at the highest dose activity, negative = active, hits mostly inhibitors | AID 602310, 2012 | HeLa A3G-eYFP + Vif (tagged APOBEC3G with the HIV-1 protein that degrades it), YFP fluorescence, overnight | 410,000 tested, 0.076% active;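 further: potency means the concentration at half of the fitted maximal effect; on the % scale 0 is the no-effect control and ±100 the full control effect; nearly all actives have a fitted effect of over 60% in size; hits raise eYFP signal because A3G escapes Vif-driven loss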
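Read-out is eYFP fluorescence (Ex 488/Em 500-530) from Vif-expressing HeLa A3G-eYFP cells; more signal means A3G escaped Vif-mediated degradation. Cells plated overnight, compound pinned in, incubated overnight at 37 deg C.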
LDHA block: qHTS assay for inhibitors of human lactate dehydrogenase. L-lactate dehydrogenase A chain (Homo sapiens), P00338. purified LDHA, NADH/diaphorase-resazurin fluorescence; active compounds read low. activity change, % (values are at about 110 or 230 µM). 480,000 tested, 0.15% active; in the data active means activity change below about -30%; inconclusive means mostly about -25% to -30%;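 further: plate controls were DMSO wells for no effect and wells without enzyme for full effect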
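Human LDH5 at 2 nM final in Tris HCl pH 7.4 with 0.06 mM NADH and 0.2 mM pyruvate, reacted 5 minutes at room temperature. Remaining NADH coupled via diaphorase/resazurin; resorufin fluorescence read at 0 and 20 minutes, normalized to enzyme-free and DMSO wells.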
Vif-A3F inh: qHTS for Inhibitors of Vif-A3F Interactions: qHTS; HeLa A3F-eYFP + Vif (tagged APOBEC3F with the HIV-1 protein that degrades it), YFP fluorescence increase; Potency, µM (series often up to 46.1 µM), without a hit: at the highest dose activity, negative = active; 390,000 tested, 0.2% active; further: potency means the concentration at half of the fitted maximal effect; % of control where 0% means no effect; nearly all actives have a fitted effect of over 65% in size
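Fluorescence increase (Ex 488/Em 500-530) after overnight compound treatment at 37 deg C flags inhibition of Vif-driven A3F-eYFP loss in stable HeLa A3F-eYFP/Vif cells seeded overnight beforehand.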
GRP78 ERSR act: qHTS for Inducers of the Endoplasmic Reticulum Stress Response (ERSR) in Human Glioma: qHTS; U87-MG GRP78 promoter luciferase reporter, 16 h; 420,000 tested, 0.02% active; AID 602332, 2012; Potency, µM, for inactives: at the top dose activation, actives largely listed as activators; further: potency means the concentration at half of the fitted maximal effect; series mostly up to about 76 µM; % of control where 0% means no effect; nearly all actives have a fitted effect of over 35% in size
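Stably transfected U87-MG glioma cells carrying a GRP78-based luciferase sensor; 16 h compound incubation. Luminescence end-point read 10 min after Bright-Glo addition at room temperature.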
Active calls of the source: *; u = inconclusive; x = not tested or not shown; [ ] = another dose, or the depositor's remark. Unless noted, the call rests on the fitted dose curve; in most records, active means well fitted curve in the direction sought with a large enough effect; inconclusive means small, poorly fitted or top-dose-only effect, or another doubt; inactive means no such curve, though single readings can be large; an effect the other way counts as inactive or inconclusive. These rows are one share of the data; the hit share may differ from the screen's.

molecule	mIDH1 inhibitor	PI4K2A block	TrxR1 substrate	RXFP1 agonist	USP1-UAF1 inh	Vif-APOBEC3G blk	LDHA block	Vif-A3F inh	GRP78 ERSR act
COc1ccccc1CNC(=O)CSc1ccc(C)cc1	4%	1	-2%	-0.9%	-7%	-4%	-8	-10%	0%
CC(C)c1nc(SCC(=O)Nc2c[nH]c(=O)[nH]c2=O)c2cnn(-c3ccccc3)c2n1	-16%	-6	0%	3.1%	-6%	-7%	-9	-12%	-5%
C=CCn1c(=NC(=O)c2ccc(S(=O)(=O)N3CCc4ccccc4C3)cc2)sc2cc(S(N)(=O)=O)ccc21	-4%	2	51%[activator][57.1 µM]	-0.5%	-16%	-19%	-3	-2%	-8%
COc1cc2[nH]c(=S)nc(NCc3cccc(Cl)c3)c2cc1OC	6%	-5	7%	u	-10%	-4%	2	u	-6%
CC(C(=O)O)N1C(=O)C2C3c4ccccc4C(c4ccccc43)[C@@H]2C1=O (some centres undefined)	-15%	-2	-8%	-2.5%	-20%	3%	0	-4%	-2%
Cc1cc(NC(=O)c2ccc(COc3ccc(Cl)c(C)c3)o2)no1	3%	-22	6%	0.9%	-8%	-1%	-8	3%	-2%
COC(=O)C1CCN(C(=O)COC(=O)[C@@H]2CC(O)CN2S(=O)(=O)c2ccc3c(c2)OCCO3)CC1 (some centres undefined)	2%	-3	1%	1.1%	-15%	-2%	-2	1%	-3%
CCCCNC(=O)C1(C)CCN1C(=O)Cc1ccc(OC)cc1 (centres undefined)	x	5	x	x	x	-2%	-4	x	-4%
CC(=O)N1N=C(c2cccc([N+](=O)[O-])c2)OC1c1ccc(Cl)cc1Cl (centres undefined)	2%	2	-13%	6.0%	-9%	-4%	2	0%	-1%
COc1ccc(C(=O)NC2CC(C)(C)Cc3c2cnn3-c2ccccc2)cc1OC (centres undefined)	-5%	4	1%	1.7%	-13%	0%	-1	1%	0%
CCc1nc2ccc(C(=O)Nc3ccc(OC)c(OC)c3)cn2c1N(C)Cc1ccc(OC)cc1	x	-3	x	x	x	-3%	-12	x	-2%
OC(Cc1ccc2ccccc2n1)c1c(Cl)cccc1Cl (centres undefined)	x	x	-2%[0.0914 µM]	x	x	-4%	1	x	1%
CCOc1ccc(NC(=O)CSC2=Nc3ccccc3C3=NC(CC(=O)NCc4ccccc4OC)C(=O)N23)cc1 (centres undefined)	7%	-2	10%[57.1 µM]	1.8%	-18%	3%	0	-2%	-3%
COc1ccccc1S(=O)(=O)N1CCN(S(=O)(=O)c2ccccc2C#N)CC1	1%	3	4%	5.0%	-15%	5%	1	1%	2%
COc1ccc(CCNC(=O)Nc2nc(C(N)COCc3ccccc3)cs2)cc1OC (centres undefined)	x	-4	x	x	x	-4%	-9	x	-4%
COc1cccc(S(=O)(=O)N(C)C[C@H]2OCc3cn(nn3)CCCC(=O)N([C@H](C)CO)C[C@@H]2C)c1	11%	-3	x	x	-23%	-3%	-10	-5%	-2%
COCc1ccc(C(=O)NCC2(N3CCCCC3)CCCCC2)cc1	-3%	4	5%	0.0%	-27%	-8%	-16	-12%	-2%
Cc1oc(-c2ccc(Cl)cc2)nc1CN1CCCC(C(=O)NCc2ccccn2)C1 (centres undefined)	-1%	-6	7%	0.4%	-6%	2%	-6	4%	-2%
CNS(=O)(=O)c1cccc(C(=O)OCC(=O)Nc2sc3c(c2C#N)CCCCC3)c1	-13%	-20	3%[57.1 µM]	0.5%	-10%	-4%	-8	-2%	13%
Cc1ccc(S(=O)(=O)C2(C(=O)N3CCCCCC3)CC2)cc1	6%	1	9%	0.9%	-6%	-1%	-13	-8%	-4%
O=C(NCc1ccccn1)C1CC(=O)N(C2CCCC2)C1 (centres undefined)	-6%	-3	3%	x	u	1%	-3	-1%	-3%
FC(F)Oc1ccc(-c2csc(NNC3=NCCCCC3)n2)cc1	u	-30	-4%	1.1%	-2%	-7%	-6	5%	u
CCOC(=O)C1CCCCN1Cc1ccc(OC)c(OC)c1OC (centres undefined)	5%	3	0%	0.8%	-18%	0%	-8	-3%	-3%
CC(C)CNC(=S)N1CCC(c2nc(-c3ccc(F)cc3)no2)CC1	6%	2	-7%	-0.7%	-19%	-1%	2	-12%	-3%
O=c1[nH]c(SCc2ccc([N+](=O)[O-])cc2)nc2c1CCCC2	x	2	1%	-1.0%	u	x	-4	x	x
CC(C)C[C@H]1CN=C(N(C)C)N1CC1CCCCCC1	11%	-3	1%	-0.1%	-9%	1%	-5	-11%	-3%
CCN1CCN(CCCNC(=O)c2ccc3c(c2)N(Cc2ccccc2)CCS3)CC1	2%	-2	120%[activator]	28%	-13%	0%	-2	2%	0%

Arranged by SMILES length (smallest number first): some entries from above.
molecule	mIDH1 inhibitor	PI4K2A block	TrxR1 substrate	RXFP1 agonist	USP1-UAF1 inh	Vif-APOBEC3G blk	LDHA block	Vif-A3F inh	GRP78 ERSR act
Cc1ccc(S(=O)(=O)C2(C(=O)N3CCCCCC3)CC2)cc1	6%	1	9%	0.9%	-6%	-1%	-13	-8%	-4%
Cc1cc(NC(=O)c2ccc(COc3ccc(Cl)c(C)c3)o2)no1	3%	-22	6%	0.9%	-8%	-1%	-8	3%	-2%
CNS(=O)(=O)c1cccc(C(=O)OCC(=O)Nc2sc3c(c2C#N)CCCCC3)c1	-13%	-20	3%[57.1 µM]	0.5%	-10%	-4%	-8	-2%	13%

Filtered by structure, the compounds so far containing four or more nitrogen atoms.
molecule	mIDH1 inhibitor	PI4K2A block	TrxR1 substrate	RXFP1 agonist	USP1-UAF1 inh	Vif-APOBEC3G blk	LDHA block	Vif-A3F inh	GRP78 ERSR act
CC(C)c1nc(SCC(=O)Nc2c[nH]c(=O)[nH]c2=O)c2cnn(-c3ccccc3)c2n1	-16%	-6	0%	3.1%	-6%	-7%	-9	-12%	-5%
C=CCn1c(=NC(=O)c2ccc(S(=O)(=O)N3CCc4ccccc4C3)cc2)sc2cc(S(N)(=O)=O)ccc21	-4%	2	51%[activator][57.1 µM]	-0.5%	-16%	-19%	-3	-2%	-8%
CCc1nc2ccc(C(=O)Nc3ccc(OC)c(OC)c3)cn2c1N(C)Cc1ccc(OC)cc1	x	-3	x	x	x	-3%	-12	x	-2%
CCOc1ccc(NC(=O)CSC2=Nc3ccccc3C3=NC(CC(=O)NCc4ccccc4OC)C(=O)N23)cc1 (centres undefined)	7%	-2	10%[57.1 µM]	1.8%	-18%	3%	0	-2%	-3%
COc1ccc(CCNC(=O)Nc2nc(C(N)COCc3ccccc3)cs2)cc1OC (centres undefined)	x	-4	x	x	x	-4%	-9	x	-4%
COc1cccc(S(=O)(=O)N(C)C[C@H]2OCc3cn(nn3)CCCC(=O)N([C@H](C)CO)C[C@@H]2C)c1	11%	-3	x	x	-23%	-3%	-10	-5%	-2%
Cc1oc(-c2ccc(Cl)cc2)nc1CN1CCCC(C(=O)NCc2ccccn2)C1 (centres undefined)	-1%	-6	7%	0.4%	-6%	2%	-6	4%	-2%
FC(F)Oc1ccc(-c2csc(NNC3=NCCCCC3)n2)cc1	u	-30	-4%	1.1%	-2%	-7%	-6	5%	u
CC(C)CNC(=S)N1CCC(c2nc(-c3ccc(F)cc3)no2)CC1	6%	2	-7%	-0.7%	-19%	-1%	2	-12%	-3%
CCN1CCN(CCCNC(=O)c2ccc3c(c2)N(Cc2ccccc2)CCS3)CC1	2%	-2	120%[activator]	28%	-13%	0%	-2	2%	0%

Screens deposited in PubChem BioAssay by National Center for Advancing Translational Sciences (NCATS).
